# Compound activity from PubChem BioAssay.
# SIAE primary = human SIAE inhibitors, primary screen, biochemical, fluorescence polarization, FP-Rh probe, 1536-well HTS | Sialate O-acetylesterase (Homo sapiens), Q9HAT2 | SIAE FP-Rh probe binding | inhibition, % at 9.66 µM | 370,000 tested, 0.69% active | AID 1053197, 2014;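 active = inhibition above a cutoff: mean of compounds within the control limits plus 3 SD of those, cut at about 17% in these data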;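 also: 0% = plate median of compound wells and 100% = probe without SIAE protein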
# HTRA1 inhibitor = HTRA1 serine protease inhibitors, primary screen, biochemical, fluorescence polarization, HTS. recombinant HTRA1, FP-rhodamine activity-based probe. inhibition, % at 5.96 µM. AID 504803, 2011. Q92743. 340,000 tested, 0.5% active; in the data active = inhibition above about 36%;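 also: 0% = enzyme with DMSO and 100% = wells lacking enzyme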
# Target sequence (Q92743 whole entry, looked up): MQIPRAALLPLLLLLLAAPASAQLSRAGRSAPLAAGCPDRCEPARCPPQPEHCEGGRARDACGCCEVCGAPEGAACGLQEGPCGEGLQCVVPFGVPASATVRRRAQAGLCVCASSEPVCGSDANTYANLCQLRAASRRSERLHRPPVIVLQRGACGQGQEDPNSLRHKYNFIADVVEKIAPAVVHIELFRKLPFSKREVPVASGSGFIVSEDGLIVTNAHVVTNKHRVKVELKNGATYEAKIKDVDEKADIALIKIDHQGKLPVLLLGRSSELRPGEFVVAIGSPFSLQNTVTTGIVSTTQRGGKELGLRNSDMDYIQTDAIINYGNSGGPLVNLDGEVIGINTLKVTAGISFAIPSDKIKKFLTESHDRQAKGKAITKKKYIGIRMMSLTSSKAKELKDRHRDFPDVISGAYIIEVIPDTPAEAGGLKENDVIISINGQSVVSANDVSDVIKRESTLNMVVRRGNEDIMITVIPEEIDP
# ABHD4 inh = ABHD4 inhibitors, primary screen, biochemical, fluorescence polarization, mouse; (Lyso)-N-acylphosphatidylethanolamine lipase (Mus musculus), Q8VD66; purified mABHD4, FP-Rh probe fluorescence polarization; inhibition, % at 8.92 µM; 370,000 tested, 0.54% active; AID 720543, 2013;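 active = inhibition exceeding the mean over every tested compound plus 3 SD, cut at about 30% in these data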;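 also: 0% = plate median of compound wells and 100% = S159A mutant with DMSO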
#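 Test system: mouse ABHD4 enzyme, wild type. Reagent: FP-Rh fluorescent activity-based probe, added after compound pre-incubation. Timing: pre-incubation 45 min, probe exposure 60 min, at 25 °C. Technique: FP readout, ex 525 nm / em 598 nm. Benchmarks: high control S159A mutant with DMSO, low control median of compound wells.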
# rCAG RNA binder = binders of r(CAG) RNA repeats, primary screen, biochemical, fluorescence | r(CAG) RNA repeat, TO-PRO-1 dye displacement fluorescence | inhibition, % at 3 µM | 370,000 tested, 1.3% active;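 active = inhibition above the plate cutoff, the mean of all test compounds on that plate plus 3 SD, cut at about 35% in these data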;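 also: 0% = DMSO alone and 100% = 100 µM mitoxantrone as full dye displacement; higher means more dye released from RNA so lower well fluorescence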
# TCR CD3 inh = inhibitors of human TCR-CD3 interaction, primary screen, biochemical, fluorescence, TAMRA-labeled TCR probe | T-cell receptor (TCR) | inhibition, % at 9.4 µM | 360,000 tested, 0.37% active | AID 651800, 2012; in the data active = inhibition above about 19%;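 also: recombinant mutant TCR 2C K166C tagged with TAMRA read by polarization; 0% = receptor in buffer alone and 100% = receptor with positive control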
# PG9 Ab binder = binders of HIV-1 gp120 antibody PG9, primary screen, biochemical, TR-FRET. HIV-1 gp120 / PG9 antibody interaction. TR-FRET gp120-PG9 antibody binding. inhibition, % at 6.7 µM. 360,000 tested, 0.43% active. AID 624416, 2012; in the data active = inhibition above about 8.5%
# LEDGF integ inh = blockers of LEDGF/p75-dependent integrase strand transfer – biochemical, TR-FRET, high throughput, primary screen; TR-FRET IN-LEDGF/p75 DNA integration, Eu/Cy5; inhibition, % at 3.7 µM; 370,000 tested, 0.64% active;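 active = inhibition above the screen-wide mean plus 3 SD, cut at about 13% in these data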;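 also: signal is the Cy5 over europium emission ratio at 671 and 618 nm; 0% = plate median of compound wells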
# NR1D1 modulator = modulators of Rev-erb alpha DNA binding, primary screen, biochemical, FITC-DNA, fluorescence polarization, uHTS; activity, % at 10 µM; 370,000 tested, 0.79% active; Rev-erbα–FITC-DNA binding, 90 min;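 active = activity above about 14%, limit read from the data; passing the limit was not always enough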;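 also: 0% = DMSO wells with 35 nM protein and 100% = DMSO wells with 750 nM protein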
# PRMT1 FP inh = PRMT1 methyltransferase inhibitors, primary screen, biochemical, fluorescence polarization | recombinant PRMT1, activity-based probe fluorescence polarization | inhibition, % at 2.79 µM | 370,000 tested, 1.3% active;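 active = inhibition above about 21% made by adding two undisclosed values, limit read from the data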
# TDP2 absorb = human TDP2 enzyme inhibitors, primary screen, biochemical, epi absorbance, recombinant enzyme; Tyrosyl-DNA phosphodiesterase 2 (Homo sapiens), O95551; T5PNP hydrolysis, p-nitrophenol absorbance 415 nm; inhibition, % at 12.8 µM; 370,000 tested, 0.34% active;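 active = inhibition above the mean of all tested compounds plus 3 SD, set per campaign, cut at about 25% in these data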;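 also: 0% = DMSO with enzyme and 100% = buffer with substrate but no TDP2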
# Target sequence (O95551 whole entry, looked up): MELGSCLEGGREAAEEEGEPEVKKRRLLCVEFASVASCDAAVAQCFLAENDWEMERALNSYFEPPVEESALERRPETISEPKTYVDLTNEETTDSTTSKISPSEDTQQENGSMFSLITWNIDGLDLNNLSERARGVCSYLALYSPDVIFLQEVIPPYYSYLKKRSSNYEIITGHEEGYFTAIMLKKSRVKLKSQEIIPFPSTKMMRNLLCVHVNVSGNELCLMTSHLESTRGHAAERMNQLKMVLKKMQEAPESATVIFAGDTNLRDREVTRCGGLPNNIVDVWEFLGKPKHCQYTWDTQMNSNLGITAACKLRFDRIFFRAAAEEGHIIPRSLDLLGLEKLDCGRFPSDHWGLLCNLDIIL
#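 System: recombinant human TDP2 / Amount: 120 nM TDP2 per well / Also added: 5 mM T5PNP chromogenic substrate / Doses: 12.8 µM single point, 1% DMSO / Incubation: 2 h at 37 °C / Detection: p-Nitrophenol epi absorbance / Evaluation: % inhibition relative to enzyme-containing and enzyme-free wells / Repeats: singlicate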
# * marks the source's active call; other numbers are inactive results; · = not tested or not shown; & = joins results of further samples.
# Results follow in this order: rCAG RNA binder, TCR CD3 inh, PRMT1 FP inh, SIAE primary, PG9 Ab binder, TDP2 absorb, HTRA1 inhibitor, LEDGF integ inh, ABHD4 inh, NR1D1 modulator
CC(C)(C)C(=O)NNC(=O)c1cc(C(C)(C)C)nn1Cc1ccccc1
 : -5.6, 5.3, 0.6, -4.0, 0.0, -14.5, 3.4, -1.3, -2.4, 6.3
Cc1cc2c(=O)n(C)c(SCC(=O)c3cc4ccccc4o3)nc2s1
 : 8.2, -10.5, 5.9, -0.6, -2.0, -4.8, -15.9, -1.4, -15.8, -0.6
O=C(NCc1ccc2c(c1)OCO2)c1ccc(CS(=O)(=O)c2ccc(Br)cc2)o1
 : 4.0, -12.2, 0.6, -0.6, -0.5, -6.3, 0.0, -3.6, -4.1, 2.6
COc1cc(NC(=O)c2ccc(C)cc2)ccc1NC(=O)c1cc2ccccc2o1
 : 3.9, 1.6, -10.4, -6.8, -1.8, -4.6, -3.4, 6.9, 0.6, -1.7
O=C(NCCc1ccc(F)cc1)c1cc(=O)c2ccccc2o1
 : -0.1, 8.8, 0.7, -0.8, 0.8, 12.0, -2.7, 1.9, 4.3, 0.8
COC(=O)c1cc2nc(-c3ccc(OC)cc3)cc(C(F)(F)F)n2n1
 : -1.0, 3.4, 2.6, -2.9, -1.0, 0.6, 4.1, -2.8, 9.5, 14.7
c1cc(-c2nsc(-c3ccncc3)n2)ccn1
 : -0.5, 3.4, -0.9, 1.7, -0.8, 8.8, 3.1, -0.7, 0.6, 1.1
O=C(Nc1cc(S(=O)(=O)N2CCOCC2)ccc1N1CCOCC1)c1ccc(S(=O)(=O)N2CCCCC2)cc1
 : 0.8, 3.4, 0.6, -6.4, 1.4, 2.8, -5.5, -1.2, 2.8, -0.8
COc1ccccc1C1C(C#N)=C(N)Oc2cc(C)n(CCCn3ccnc3)c(=O)c21 (stereo not given)
 : -1.2, -2.5, 3.3, -3.5, 1.2, -4.4, 2.9, -0.3, 1.6, -4.4
O=C(CSc1nc(-c2ccc(F)cc2)cc(C(F)(F)F)n1)NCc1cccs1
 : -0.4, -2.6, -0.1, -3.4, 6.5, 2.0, 5.9, 1.4, -2.3, 11.4
COc1ccc(CC(=O)NCC(=O)Nc2ccccc2Br)cc1
 : 2.3, 10.4, -6.0, -1.5, 0.4, -4.4, 4.5, 5.7, -1.1, 1.4
Nc1c(C(=O)Nc2cccc(Cl)c2Cl)sc2nc(-c3cccnc3)ccc12
 : 1.9, 5.5, 8.6, 0.9, 1.5, -3.4, 3.4, -2.3, 0.8, -0.1
CC(=O)C(Sc1nnnn1-c1ccccc1)C(C)=O
 : -0.5, 2.8, -3.8, 5.2, -3.8, -1.5, 3.9, 3.6, -1.1, -4.6
COc1ccc(Br)cc1CNC(=O)Cc1c(C(=O)O)[nH]c2ccc(Cl)cc12
 : 58.0*, 12.0, 0.4, 0.3, -0.8, 3.5, ·, 6.6, -12.6, 1.6
COc1ccccc1-n1cnc2cc(NC(=O)c3ccco3)ccc21
 : -4.4, -7.3, 1.1, -3.0, 1.8, 0.8, -11.9, 1.1, -4.0, 1.9
CCOc1ccccc1CNC(=O)C1Cc2cc(S(=O)(=O)N3CCCCC3)ccc2N1C(C)=O (stereo not given)
 : 3.8, 2.0, 7.2, -6.5, -1.8, -16.7, -1.9, -7.2, -10.1, -4.0
Cc1noc(C)c1C(=O)OCC(=O)Nc1cccc(S(N)(=O)=O)c1
 : 14.3, 0.5, -3.9, 5.2, -0.2, 6.6, 5.8, 1.4, 1.1, 8.0
COc1ccc(S(=O)(=O)N2CCCC2C(=O)Nc2nc3c(s2)CCCC3)cc1 (stereo not given)
 : 0.6, 1.0, 0.9, -3.8, -1.6, -6.2, -0.5, -0.3, 5.3, -0.7
COc1cccc(-c2cc(C(=O)Nc3cnn(Cc4ccc(F)cc4)c3)no2)c1
 : -0.9, -6.8, 1.6, -0.1, 1.6, 7.6, -9.5, -3.9, 0.7, -2.4
Cc1ccc(NC(=O)C2CCC(=O)N2C(=O)OCc2ccccc2)cc1 (stereo not given)
 : 1.3, -12.0, 0.8, 0.7, 1.9, 12.9, -1.1, -2.5, -0.9, 11.3
CC(=O)Nc1ccc(S(=O)(=O)N(C)CC(=O)OCC(=O)N2CCc3ccccc32)cc1
 : 4.2, -2.0, -1.6, 1.9, 0.2, -8.6, 3.5, -0.6, 8.9, -5.3
C[C@@]12CCC=C[C@H]1[C@H](c1ccc3ccccc3c1)N(Cc1ccccc1)C2=O
 : 1.3, -3.8, 1.6, -0.6, -0.8, 7.2, -29.6, -0.7, -4.5, 2.8
CCC/C(=N\NC(=O)c1ccc(CSc2nncn2C)cc1)c1ccccc1
 : 2.4, 5.5, -1.7, 10.2, -1.0, 10.4, 3.3, -3.1, 1.7, 2.9
CN(Cc1ccccc1)C(=O)CSc1nc2ccccc2[nH]1
 : -1.0, 6.5, 0.7, 0.9, -1.2, 23.6, 5.1, -2.8, -5.1, -1.3
CCCCN(C(=O)CSc1nc(CCC)cc(=O)[nH]1)c1c(N)n(Cc2ccccc2)c(=O)[nH]c1=O
 : 11.4, -0.2, 3.5, -2.0, 1.7, -3.6, -3.6, 3.6, -8.8, -6.1
COc1ccccc1N1CCN(CCN(C(=O)C2CCCCC2)c2ccccn2)CC1
 : -1.6&-1.7, -2.3&1.9, 6.5&-3.9, 2.7&-0.6, -1.2&0.4, 5.1&-2.7, 0.1&-4.4, -3.6&1.0, 1.9&2.5, 13.2&9.1
Cc1nc(CCNC(=O)CC2C(=O)NCCN2Cc2ccoc2)nc2c1CCCC2 (stereo not given)
 : -1.1, -6.5, 4.7, -2.2, 3.1, 7.3, 1.9, -5.1, 7.3, -8.1
COc1ccc(CNCCC(c2ccc(F)cc2)c2ccc(OC(C)C)cc2)cc1OC (stereo not given)
 : -1.8, -8.9, -3.6, -3.0, 0.5, -21.6, -7.9, 6.6, 1.5, 7.9
OCC(CO)c1cnnc2ccccc12
 : 0.5, 3.9, 3.4, 0.9, -1.1, 9.3, 5.3, -1.2, 5.3, 3.6
O=C(Cn1ncc2c1-c1ccccc1OC2)N1CCN(Cc2ccccc2)CC1
 : -7.0, 0.4, -3.2, 1.1, -0.3, 28.5*, 6.3, 1.7, 1.6, 6.8
O=C(NC1CCCCC1)NC12CC3CC(CC(C3)C1)C2
 : 1.6, 3.6, -4.0, -3.5, -2.5, -7.3, 12.8, 0.1, -3.3, -3.7
COc1ccc(N(CC(=O)N2CCc3ccccc3C2)S(C)(=O)=O)cc1OC
 : -4.4, 4.7, 2.6, -3.3, 0.8, -4.2, -3.8, -2.7, -0.7, -0.6
OCC1OC(n2cnc3c(NC4CCCC4)ncnc32)C(O)C1O (stereo not given)
 : 1.1, 5.9, 0.2, -7.0, -1.5, -2.7, 2.8, 2.0, -3.8, 5.2
C=CCNCCCCOc1ccc(C)cc1[N+](=O)[O-]
 : -1.0, -8.4, 6.2, 0.2, -1.6, 8.7, -0.2, -0.1, 5.8, 1.6
COCCN(C(=O)CSc1ncc(C(F)(F)F)cc1Cl)c1c(N)n(Cc2ccccc2)c(=O)[nH]c1=O
 : -2.9, -3.2, 3.8, -0.7, -1.3, -1.9, 3.3, 3.1, -0.7, 7.1
CCOC(=O)N1CCN(C(=O)C[C@H]2C[C@@]3(C(=O)OC)C(=C[C@H](COCc4ccccc4)O[C@@H]3C)N(CCC3=CCCCC3)C2=O)CC1
 : 5.2, 2.5, -0.6, 3.0, 0.6, -1.0, ·, -1.4, 1.0, 0.2
ClC(CCN1CCN(Cc2ccccc2)CC1)c1ccccc1 (stereo not given)
 : -3.4, -0.2, 3.4, 3.9, -1.6, 9.1, -1.0, -0.7, 6.0, -5.0
COc1cc(/C=C/C(=O)O)cc(S(=O)(=O)NC2CC2)c1OC
 : -0.7, 2.3, 1.9, 3.0, -0.4, -0.7, 4.7, -1.2, 6.7, 1.6
CN(C)CCCN(C(=O)COc1ccc(Cl)cc1)c1nc2c(F)cccc2s1
 : 1.1, 7.4, -0.4, -13.5, -1.7, -12.3, 8.4, 2.1, -9.4, 2.0
CCN(CC)CCCNC(=O)Cn1cnc2sc(C)c(S(=O)(=O)N3CCN(c4ncccn4)CC3)c2c1=O
 : -2.7, 5.3, -0.4, 12.5, -2.2, 6.8, 3.3, 3.8, 5.5, 0.3
O=C(COC(=O)c1cncc(Br)c1)Nc1ccc(S(=O)(=O)N2CCOCC2)cc1
 : 8.0, -3.0, -1.1, -4.0, -0.1, -7.4, -4.1, 0.9, -2.6, -3.3
CCN(CC)S(=O)(=O)c1cccc(-c2nnc(-c3ccc(C)cc3)o2)c1
 : -1.5, 2.2, -1.3, -0.2, -3.0, 2.3, 6.5, 0.1, 3.3, 1.3
CC(=O)Nc1ccc(NC(=O)CSc2nnc(NC(=O)c3ccco3)s2)cc1
 : -1.5, -2.0, -4.6, -5.2, -2.9, 0.5, 8.1, 0.2, 0.9, -2.6
COc1ccc(N(CC(=O)Nc2ccccc2SC)S(C)(=O)=O)cc1OC
 : -2.8, 0.5, 0.7, -1.7, 0.1, 0.9, -0.8, -4.3, -6.1, -2.8
Nc1ncnc2c1ncn2-c1ccccc1Cl
 : 4.0, -2.9, -1.7, -0.6, 0.1, -0.1, -1.2, -0.3, -0.3, -2.6
Cc1nc(Nc2ccccc2)[nH]c(=O)c1CCC(C)C
 : 11.7, 1.6, -2.9, 2.6, 0.2, 3.4, 1.9, 3.7, -8.3, -0.8
COC(=O)c1ccc(NC(=S)NC(=O)c2c(Cl)cnn2C)cc1
 : -3.8, -3.6, 0.7, -0.2, -0.3, 4.9, 4.8, -3.6, -3.2, 6.2
CCCn1c(SCC(=O)Nc2ccccc2Cl)n[nH]c1=O
 : 7.3, 2.5, -2.9, -8.8, -2.0, 15.0, -3.0, -1.0, -5.6, -2.5
Cc1nnc(SCC(=O)NCc2cccs2)[nH]c1=O
 : 1.7, 4.1, -3.5, 3.1, 1.2, 6.7, 2.5, 4.6, -2.0, 1.9
O=C(NC(=O)N1CCCCC1)c1ccc(Cl)cc1
 : 0.0, 11.0, -1.1, 6.5, -1.8, 0.4, -0.4, -2.2, 5.9, -3.4
O=C(CCc1ccccc1)OCC(=O)c1ccc(Br)cc1
 : 4.8, -5.0, -2.1, -4.1, -2.6, -20.3, 1.2, 1.3, -11.9, 0.3
CCOC(=O)C1CCN(Cc2cnc(Oc3ccc(N)cc3)s2)CC1
 : -6.2, 7.4, -0.9, -1.0, -2.6, -8.0, 0.4, -3.0, 4.0, -1.0
Cc1cc2ncc(C(=O)N=CN(C)C)cn2n1
 : 2.3, 1.1, -2.8, 3.7, -1.4, 5.4, 5.5, 1.1, 3.5, 0.8

# A portion of the library, so the mix of outcomes need not match the whole.
